From PubChem BioAssay
D1 agonist: Allosteric Agonists of the Human D1 Dopamine Receptor: qHTS | D(1A) dopamine receptor (Homo sapiens), P21728 | HEK293 T-REx D1 cells, calcium flux, agonist mode | activation, % at 2 µM | 360,000 compounds, 1% hits | AID 504660, 2011; in the data active = activation above about 30%; also: 0% is about no effect
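Tetracycline-induced HEK293 TREx D1 cells, force-coupled to calcium signalling, were dye-loaded with a no-wash calcium kit. Compound was pin-added after a 10 s baseline. Fluorescence was read kinetically at 1 cycle/s for 180 s, with calcium rises flagged as agonism.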
Glioma ERSR ind: qHTS for Inducers of the Endoplasmic Reticulum Stress Response (ERSR) in Human Glioma: qHTS; Potency, µM, for the others: top-dose activation, usual class: activators; AID 602332, 2012; 420,000 compounds, 0.02% hits; U87-MG GRP78 promoter luciferase reporter, 16 h; also: potency is read from the fitted curve at half-maximal effect; series mostly up to about 76 µM; % of control where 0% means no effect; nearly all actives have a fitted effect of over 35% in size
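Stably transfected U87-MG glioma cells carrying a GRP78-based luciferase sensor; 16 h compound incubation. Luminescence end-point read 10 min after Bright-Glo addition at room temperature.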
LDHA block: qHTS assay for inhibitors of human lactate dehydrogenase; activity change, % (values are at about 110 or 230 µM); L-lactate dehydrogenase A chain (Homo sapiens), P00338; purified LDHA, NADH/diaphorase-resazurin fluorescence; active compounds read low; 480,000 compounds, 0.15% hits; in the data active = activity change below about -30%; inconclusive = mostly about -25% to -30%;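 also: plate controls were DMSO wells for no effect and wells without enzyme for full effect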
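Human LDH5 (2 nM) was incubated with 0.06 mM NADH and 0.2 mM pyruvate for 5 min at room temperature in Tris pH 7.4. Remaining NADH was coupled through diaphorase/resazurin, and resorufin fluorescence was read at 0 and 20 min.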
D1 potentiator: Potentiators of Human D1 Dopamine Receptor: qHTS | D(1A) dopamine receptor (Homo sapiens), P21728 | HEK293 TREx D1 cells, calcium flux, dopamine EC20 potentiation | potentiation, % at 10 µM | 360,000 compounds, 0.036% hits | AID 504651, 2011; in the data active = potentiation above about 30%; also: 0% is about no effect
D2 PAM: HTS Assay for Positive Allosteric Modulators of the Human D2 Dopamine Receptor: Primary Screen for Potentiators | 340,000 compounds, 0.34% hits | D(2) dopamine receptor (Homo sapiens), P14416 | potentiation, % at 10 µM | AID 485347, 2010 | HEK293 T-REx D2, calcium flux, EC20 dopamine potentiation;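 active = potentiation over 3 SD above the plate norm, cut at about 30% in these data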; also: 0% is about no effect
Target sequence (P14416 whole entry, looked up): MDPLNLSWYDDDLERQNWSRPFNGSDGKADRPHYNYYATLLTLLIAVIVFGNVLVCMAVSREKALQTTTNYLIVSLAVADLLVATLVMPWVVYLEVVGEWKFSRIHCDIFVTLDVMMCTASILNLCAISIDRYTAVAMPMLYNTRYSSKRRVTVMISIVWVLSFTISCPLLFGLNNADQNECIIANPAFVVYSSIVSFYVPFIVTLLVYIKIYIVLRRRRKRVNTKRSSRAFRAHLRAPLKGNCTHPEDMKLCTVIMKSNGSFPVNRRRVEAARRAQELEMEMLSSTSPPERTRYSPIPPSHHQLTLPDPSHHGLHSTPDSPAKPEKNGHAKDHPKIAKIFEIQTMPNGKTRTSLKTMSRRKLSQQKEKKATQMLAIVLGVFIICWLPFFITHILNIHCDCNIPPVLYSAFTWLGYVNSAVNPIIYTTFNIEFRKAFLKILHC
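Cells plated with tetracycline inducer and held overnight at 30 C; calcium dye loaded 30–90 min at room temperature; baseline taken, compound added and read 180 s; EC20 dopamine then added and read 180 s.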
Vif-APOBEC3G blk: qHTS for Inhibitors of Vif-A3G Interactions: qHTS | DNA dC->dU-editing enzyme APOBEC-3G (Homo sapiens), Q9HC16 | HeLa A3G-eYFP + Vif (tagged APOBEC3G with the HIV-1 protein that degrades it), YFP fluorescence, overnight | Potency, µM (highest dose often 46.1 µM), inactives show top-dose activity, negative = active, hits mostly inhibitors | 410,000 compounds, 0.076% hits | AID 602310, 2012;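 also: potency is read from the fitted curve at half-maximal effect; % is scaled to controls: 0 for no effect and ±100 for the full control effect; nearly all actives have a fitted effect of over 60% in size; hits raise eYFP signal because A3G escapes Vif-driven loss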
Target sequence (Q9HC16 whole entry, looked up): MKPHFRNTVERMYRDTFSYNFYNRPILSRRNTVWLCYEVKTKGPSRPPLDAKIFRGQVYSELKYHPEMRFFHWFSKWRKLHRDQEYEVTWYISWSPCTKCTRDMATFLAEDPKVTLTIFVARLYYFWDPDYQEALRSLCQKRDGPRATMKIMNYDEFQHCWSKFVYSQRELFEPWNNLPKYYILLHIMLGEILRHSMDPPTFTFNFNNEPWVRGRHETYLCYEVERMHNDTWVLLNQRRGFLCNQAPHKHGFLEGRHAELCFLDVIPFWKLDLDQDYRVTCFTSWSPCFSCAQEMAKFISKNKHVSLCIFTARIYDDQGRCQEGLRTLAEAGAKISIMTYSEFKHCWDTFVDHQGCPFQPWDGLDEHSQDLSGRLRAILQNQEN
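HeLa cells stably expressing Vif and C-terminally eYFP-tagged A3G, seeded overnight at 37 deg C, then exposed to compound by pintool overnight at 37 deg C. Rise in yellow fluorescence (Ex 488/Em 500-530, Acumen) marks blocked Vif-driven A3G degradation.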
Vif-A3F inh: qHTS for Inhibitors of Vif-A3F Interactions: qHTS | AID 602313, 2012 | 390,000 compounds, 0.2% hits | HeLa A3F-eYFP + Vif (tagged APOBEC3F with the HIV-1 protein that degrades it), YFP fluorescence increase | Potency, µM (titrated, usually from 46.1 µM), inactives show at the top dose activity, negative = active; also: potency is read from the fitted curve at half-maximal effect; % of control where 0% means no effect; nearly all actives have a fitted effect of over 65% in size
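HeLa cells stably expressing Vif plus C-terminally eYFP-tagged A3F were seeded, incubated overnight at 37 deg C, dosed with compound, incubated overnight again at 37 deg C. Yellow fluorescence (Ex 488/Em 500-530) reported blocked Vif-mediated A3F-eYFP degradation.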
RXFP1 ag: qHTS Assay for Agonists of the Relaxin Receptor RXFP1; HEK293T-RXFP1 cAMP TR-FRET, 30 min; response scale: percent of porcine relaxin response, buffer zero; Potency, µM (doses to about 57.5 µM), without a hit: at the top dose activation, hits mostly activators; 370,000 compounds, 0.3% hits; also: potency is read from the fitted curve at half-maximal effect; % is scaled to controls: 0 for no effect and ±100 for the full control effect; nearly all actives have a fitted effect of over 60% in size; many of its hits are not listed in these tables
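cAMP rise read by TR-FRET after 30 min, 37C compound exposure (up to 58 uM) in RXFP1-transfected HEK293 cells with Ro 20174 present. EC50 from Hill-equation fits, with 29 nM porcine relaxin as 100% and buffer as basal.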
D1 antagonist: Antagonist of Human D 1 Dopamine Receptor: qHTS. 360,000 compounds, 3.2% hits. HEK293 TREx D1 cells, calcium flux, dopamine EC80; active compounds read low. AID 504652, 2011. activity change, negative = inhibition, % at 10 µM. D(1A) dopamine receptor (Homo sapiens), P21728; in the data active = activity change below about -30%; also: % is scaled to controls: 0 for no effect and ±100 for the full control effect
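Tetracycline-induced HEK293 Trex D1 cells, force-coupled to calcium, dye-loaded; compounds added and read 180 s, then EC80 dopamine added and calcium flux tracked kinetically another 180 s.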
* = called active by the depositor. Unless noted, calls follow the shape of the dose curve; as a rule, active = well fitted curve in the direction sought with a large enough effect; inconclusive = small, poorly fitted or top-dose-only effect, or another doubt; inactive = no such curve, though single readings can be large; an effect the other way counts as inactive or inconclusive.

Results for Cn1nc(C(F)(F)F)c2cc(C(=O)Nc3ccc(F)cc3)sc21 ?
D1 agonist: 4; Glioma ERSR ind: -6%; LDHA block: -6; D1 potentiator: -5; D2 PAM: -21; Vif-APOBEC3G blk: -4%; Vif-A3F inh: 9%; RXFP1 ag: 0.4%; D1 antagonist: 2

What do the screens show for `O=C(NCc1ccccc1Cl)C1CCN(C(=O)c2sccc2-n2cccc2)CC1`?
D1 agonist: 0; Glioma ERSR ind: -1%; LDHA block: 4; D1 potentiator: 1; D2 PAM: 12; Vif-APOBEC3G blk: 2%; Vif-A3F inh: 0%; RXFP1 ag: -0.7%; D1 antagonist: 5

How did O=C(Nc1ccc(F)c(F)c1)c1cc(S(=O)(=O)NCc2ccc3c(c2)OCO3)ccc1F do in these assays?
D1 agonist: 3; Glioma ERSR ind: -4%; LDHA block: 0; D1 potentiator: -1; D2 PAM: -16; Vif-APOBEC3G blk: 7%; Vif-A3F inh: 0%; RXFP1 ag: 1.2%; D1 antagonist: -16

How did CCOc1cc(-c2ccc(OC(=O)c3ccccc3Cl)c(OC)c2)cc(=O)c2c(C)oc(C)c12 do in these assays?
D1 agonist: 0; Glioma ERSR ind: 0%; LDHA block: -3; D1 potentiator: 2; D2 PAM: 1; Vif-APOBEC3G blk: -1%; Vif-A3F inh: 2%; RXFP1 ag: -0.7%; D1 antagonist: 1

How did CC1CCN(c2nc3ccccc3nc2N2CCC(C)CC2)CC1 do in these assays?
D1 agonist: 3; D1 potentiator: 0; D2 PAM: 9; RXFP1 ag: 0.3%; D1 antagonist: 11

What do the screens show for `O=C(Nc1cc(S(=O)(=O)N2CCOCC2)ccc1OCC(F)(F)F)C1=COCCO1`?
D1 agonist: 2; Glioma ERSR ind: -4%; LDHA block: 0; D1 potentiator: 3; D2 PAM: -5; Vif-APOBEC3G blk: -2%; Vif-A3F inh: -19%; RXFP1 ag: 0.6%; D1 antagonist: -1

What do the screens show for `CSCCC(C(=O)OC1CCOC1=O)N1C(=O)c2ccccc2C1=O` (centres undefined)?
D1 agonist: 2; Glioma ERSR ind: -2%; LDHA block: -2; D1 potentiator: -5; Vif-APOBEC3G blk: 9%; Vif-A3F inh: 9%; RXFP1 ag: 2.5%; D1 antagonist: 14

What do the screens show for `CCOc1ccc(CN(C)CC(=O)Nc2cccc(S(=O)(=O)N(C)c3ccccc3)c2)cc1`?
D1 agonist: 9; Glioma ERSR ind: -3%; LDHA block: -13; D1 potentiator: -5; D2 PAM: 0; Vif-APOBEC3G blk: 3%; Vif-A3F inh: 11%; RXFP1 ag: 2.0%; D1 antagonist: -15

Results for CC(=O)N(c1c(C)n(C)n(-c2ccccc2)c1=O)C1(C(=O)NC2CCCCC2)CCCCC1 ?
D1 agonist: 1; Glioma ERSR ind: -2%; LDHA block: -2; D1 potentiator: -5; D2 PAM: -3; Vif-APOBEC3G blk: 1%; Vif-A3F inh: 1%; RXFP1 ag: 1.0%; D1 antagonist: -2

Results for COc1ccc(C2=NN(C(=O)c3cccs3)C(c3ccccc3O)C2)cc1 (centres undefined) ?
D1 agonist: 0; Glioma ERSR ind: inconclusive; LDHA block: -11; D1 potentiator: -2; D2 PAM: -5; Vif-APOBEC3G blk: -12%; Vif-A3F inh: -3%; RXFP1 ag: -1.9%; D1 antagonist: 4

How did CC(=O)c1c(-c2ccccc2)c2ccccc2[nH]c1=O do in these assays?
D1 agonist: 0; Glioma ERSR ind: -4%; LDHA block: 1; D1 potentiator: 2; D2 PAM: -1; Vif-APOBEC3G blk: 2%; Vif-A3F inh: 8%; RXFP1 ag: 1.9%; D1 antagonist: -3

How did C=CCN(Cc1ccc(Cl)s1)C(=O)CNC(=O)CNC(=O)c1ccc(Cl)cc1Cl do in these assays?
D1 agonist: 5; Glioma ERSR ind: 1%; LDHA block: -4; D2 PAM: 7; Vif-APOBEC3G blk: -1%; Vif-A3F inh: 1%; RXFP1 ag: 0.4%; D1 antagonist: 12

Results for CCSc1nc2c(cnn2-c2ccc(C)cc2)c(=O)[nH]1 ?
D1 agonist: 2; Glioma ERSR ind: -3%; LDHA block: -2; D1 potentiator: 1; D2 PAM: 10; Vif-APOBEC3G blk: -3%; Vif-A3F inh: 3%; RXFP1 ag: 3.2%; D1 antagonist: -12

Results for Cn1nccc1C(=O)N1CCCC(N2CCN(c3cccc(C(F)(F)F)c3)CC2)C1 (centres undefined) ?
D1 agonist: 1; D1 potentiator: 8; D2 PAM: 0; RXFP1 ag: 1.9%; D1 antagonist: -3

How did CCCNC(=O)c1ccc(N2CCC3(CC2)CC(c2cccc(Br)c2)=NO3)c(NC(=O)c2ccco2)c1 do in these assays?
D1 agonist: 4; Glioma ERSR ind: -4%; LDHA block: -1; D1 potentiator: 5; D2 PAM: 6; Vif-APOBEC3G blk: -1%; Vif-A3F inh: -1%; RXFP1 ag: 0.7%; D1 antagonist: -3

What do the screens show for `COc1ccc(OC)c(NC(=O)CSc2nnc(C3CCCCC3)n2N)c1`?
D1 agonist: 1; Glioma ERSR ind: 3%; LDHA block: -10; D1 potentiator: -6; D2 PAM: 0; Vif-APOBEC3G blk: -2%; Vif-A3F inh: 2%; RXFP1 ag: -0.5%; D1 antagonist: 3

How did CCOC(=O)c1ccc(NC(=O)Nc2ccc(F)cc2)cc1 do in these assays?
D1 agonist: 21; Glioma ERSR ind: -5%; LDHA block: -3; D1 potentiator: -6; D2 PAM: 7; Vif-APOBEC3G blk: 4%; Vif-A3F inh: 5%; RXFP1 ag: -0.5%; D1 antagonist: -29

Results for COCc1ccc(C(=O)NC2CC(C)(C)Cc3c2cnn3-c2ccc(OC)cc2)o1 (centres undefined) ?
D1 agonist: -1; Glioma ERSR ind: -6%; LDHA block: -6; D1 potentiator: 6; D2 PAM: 1; Vif-APOBEC3G blk: 0%; Vif-A3F inh: -8%; RXFP1 ag: 1.1%; D1 antagonist: 12

Results for C=CCOc1ccc(/C=N/N2C(=O)C(CC(=O)Nc3ccc(F)cc3F)SC2=NC)cc1 (centres undefined) ?
D1 agonist: 14; Glioma ERSR ind: inconclusive; LDHA block: -8; D1 potentiator: -6; D2 PAM: 0; Vif-APOBEC3G blk: -29%; Vif-A3F inh: inconclusive; RXFP1 ag: 0.0%; D1 antagonist: -49*

Results for Cc1ccc(CC(=O)NCCS(=O)c2ccc(C)cc2)cc1 (centres undefined) ?
D1 agonist: 1; Glioma ERSR ind: -4%; LDHA block: -8; D1 potentiator: 2; D2 PAM: 1; Vif-APOBEC3G blk: 2%; Vif-A3F inh: 3%; RXFP1 ag: 2.3%; D1 antagonist: 28

How did O=C(CCc1ccccc1)NCCSc1ccccc1 do in these assays?
D1 agonist: 0; Glioma ERSR ind: 7%; LDHA block: -9; D1 potentiator: 1; D2 PAM: -9; Vif-APOBEC3G blk: -1%; Vif-A3F inh: 11%; RXFP1 ag: 2.9%; D1 antagonist: 5

How did O=C(CSc1nc(-c2ccc(F)cc2)cs1)NCCN1C(=O)CSC1=O do in these assays?
D1 agonist: -2; Glioma ERSR ind: -6%; LDHA block: -3; D1 potentiator: -2; Vif-APOBEC3G blk: -4%; Vif-A3F inh: 2%; RXFP1 ag: 1.8%; D1 antagonist: 5

What do the screens show for `C=Cc1ccc(CSc2nc(-c3ccccc3Cl)nc3c2Cc2c(CO)cnc(C)c2O3)cc1`?
D1 agonist: 3; Glioma ERSR ind: -4%; LDHA block: 3; D1 potentiator: 0; D2 PAM: 3; Vif-APOBEC3G blk: -3%; Vif-A3F inh: 6%; RXFP1 ag: 1.2%; D1 antagonist: 4

What do the screens show for `CCCCOc1cccc(C(=O)Nc2ccc(NC(=O)c3cccs3)cc2)c1`?
D1 agonist: 7; Glioma ERSR ind: 5%; LDHA block: -9; D2 PAM: 0; Vif-APOBEC3G blk: -17%; Vif-A3F inh: 0%; RXFP1 ag: 8.6%; D1 antagonist: -2

Results for O=C(NCC(c1cccnc1)N1CCN(c2ccccc2F)CC1)c1ccc(F)cc1 (centres undefined) ?
D1 agonist: 1; Glioma ERSR ind: 2%; LDHA block: -11; D1 potentiator: 2; D2 PAM: 9; Vif-APOBEC3G blk: 3%; Vif-A3F inh: -1%; RXFP1 ag: -1.1%; D1 antagonist: 8

How did OC(COc1cccc2ccccc12)CN1CCN(c2ccccn2)CC1 (centres undefined) do in these assays?
D1 agonist: 15; Glioma ERSR ind: -4%; LDHA block: 10; D1 potentiator: -8; D2 PAM: -32; Vif-APOBEC3G blk: 1%; Vif-A3F inh: -7%; RXFP1 ag: 1.6%; D1 antagonist: 1

Molecules listed so far with an NH in an aromatic ring:
How did CC(=O)c1c(-c2ccccc2)c2ccccc2[nH]c1=O do in these assays?
D1 agonist: 0; Glioma ERSR ind: -4%; LDHA block: 1; D1 potentiator: 2; D2 PAM: -1; Vif-APOBEC3G blk: 2%; Vif-A3F inh: 8%; RXFP1 ag: 1.9%; D1 antagonist: -3

Results for CCSc1nc2c(cnn2-c2ccc(C)cc2)c(=O)[nH]1 ?
D1 agonist: 2; Glioma ERSR ind: -3%; LDHA block: -2; D1 potentiator: 1; D2 PAM: 10; Vif-APOBEC3G blk: -3%; Vif-A3F inh: 3%; RXFP1 ag: 3.2%; D1 antagonist: -12

An excerpt; rates above refer to the full screens.
